# TPT1 inh – inhibitors of Candida albicans tRNA 2'-phosphotransferase TPT1; recombinant caTPT1, FP RNA substrate dephosphorylation; inhibition, % at 5 µM; 300,000 compounds, 0.81% hits;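 active means inhibition above the mean of all tested compounds plus 3 SD, set per screening campaign, cut at about 24% in these data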;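 further: plate controls were DMSO alone for no effect and ferristatin control at 100 nM for full effect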
# PP1 inh – counter-screen for PP5 inhibitors: inhibitors of human PP1-alpha; inhibition, % at 6.7 µM; P62136; purified PP1alpha, OMFP fluorescence; 320,000 compounds, 0.9% hits;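 active means inhibition above the mean inhibition of all tested compounds plus 3 SD, computed separately for each screening campaign, cut at about 15% in these data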
# Target sequence (P62136 whole entry, looked up): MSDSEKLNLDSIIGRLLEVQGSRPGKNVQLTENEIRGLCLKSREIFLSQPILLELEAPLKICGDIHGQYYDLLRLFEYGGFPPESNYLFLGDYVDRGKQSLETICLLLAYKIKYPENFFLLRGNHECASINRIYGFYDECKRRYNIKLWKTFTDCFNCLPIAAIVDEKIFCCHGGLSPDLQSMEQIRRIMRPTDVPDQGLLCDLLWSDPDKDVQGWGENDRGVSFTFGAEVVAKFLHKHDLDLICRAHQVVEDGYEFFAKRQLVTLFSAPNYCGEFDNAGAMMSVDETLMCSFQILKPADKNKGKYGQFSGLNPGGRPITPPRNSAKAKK
# Efflux pump mplx – inhibitors of Candida antifungal efflux pumps expressed in yeast; S. cerevisiae Candida pump triplex, Nile Red efflux; inhibition, % at 10 µM; 330,000 compounds, 0.44% hits; AID 485275;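 active means plate passing quality check with inhibition over a set limit, or well fluorescence over plate mean plus 4 SD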;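 further: Nile Red retained in pooled yeast measured as flow cytometry median fluorescence; 0% = buffer negative control and 100% = Enniatin B positive control; higher means more Nile Red kept so more efflux inhibition; some compounds called inactive have numbers as strong as hits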
# JMJD2C inh – human JMJD2C demethylase inhibition; Q9H3R0; GST-JMJD2C(1-420) H3K9me3 demethylation, DELFIA europium; inhibition, % at 2.35 µM; 330,000 compounds, 0.069% hits;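 active means more than half of a compound's replicate wells show inhibition beyond 50%, single wells judged on their own value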;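 further: signal counts dimethyl H3K9 product captured on neutravidin plate; 0% = median of DMSO wells and 100% = 0.3 times that DMSO median; strong numbers were not always called active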
# proCasp3 act – activates human procaspase-3; P42574; recombinant procaspase-3 D3A, Ac-DEVD-pNA absorbance 405 nm; activation, % at 8.5 µM; 330,000 compounds, 0.11% hits; AID 463141;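 active means activation above the mean of all tested compounds plus 3 SD, cut at about 21% in these data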;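 further: 0% = DMSO alone and 100% = DMSO wells spiked with extra 5 µM PC-3 D3A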
# Target sequence (P42574 whole entry D9A/D28A/D175A): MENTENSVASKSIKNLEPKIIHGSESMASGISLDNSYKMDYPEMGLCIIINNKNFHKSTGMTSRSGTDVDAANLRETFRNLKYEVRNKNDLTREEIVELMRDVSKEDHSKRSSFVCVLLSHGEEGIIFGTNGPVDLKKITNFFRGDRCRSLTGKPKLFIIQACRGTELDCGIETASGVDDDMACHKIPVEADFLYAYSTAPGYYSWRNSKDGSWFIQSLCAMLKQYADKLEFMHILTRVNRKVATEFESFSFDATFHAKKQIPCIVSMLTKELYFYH
#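 Compound: 8.5 µM single point, 0.8% DMSO / Material: Autoprocessing-dead procaspase-3 D3A mutant enzyme / Timing: 1 h preincubation plus 2 h reaction at 25 °C / Medium: Zinc-free HEPES/NaCl buffer with 0.01% Triton X-100 at pH 7.4 / Technique: 405 nm absorbance of p-nitroaniline, reads at 0 and 120 min / Repeats: one well per compound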
# proCasp7 act – counter-screen for procaspase-3 activators: activators of human procaspase-7. recombinant procaspase-7, Ac-DEVD-pNA absorbance 405 nm; D23A/D198A/D206A triple mutant, cannot self-cleave; scale: DMSO 0, 5 µM enzyme 100. activation, % at 8.5 µM. 330,000 compounds, 0.093% hits. AID 463210;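 active means percent activation above the screen-wide mean plus 3 SD, cut at about 25% in these data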
# Target sequence (P55210 whole entry D23A/D198A/D206A): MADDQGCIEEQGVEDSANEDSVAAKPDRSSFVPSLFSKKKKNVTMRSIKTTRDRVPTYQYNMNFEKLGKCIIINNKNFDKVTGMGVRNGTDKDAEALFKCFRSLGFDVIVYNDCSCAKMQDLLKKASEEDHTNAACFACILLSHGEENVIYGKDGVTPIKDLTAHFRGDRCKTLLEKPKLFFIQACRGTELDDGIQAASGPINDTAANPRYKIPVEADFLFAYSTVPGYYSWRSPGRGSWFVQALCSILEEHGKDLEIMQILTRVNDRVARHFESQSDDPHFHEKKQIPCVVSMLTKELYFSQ
#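 Assay system – Uncleavable procaspase-7 mutant enzyme · Quantity – 2 µM procaspase-7 mutant as dispensed · Times – 1 h preincubation, 2 h reaction · Dosing – single nominal 8.5 µM compound dose, 0.8% DMSO final · Buffer or medium – Zinc-free 50 mM HEPES buffer, pH 7.4, with NaCl and Triton X-100 · Detection – Epi-absorbance of released pNA at 405 nm, two timepoints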
# PP5 inh – blocks human protein phosphatase 5 activity; P53041; purified PP5c, OMFP substrate fluorescence; inhibition, % at 6.7 µM; 320,000 compounds, 0.18% hits; AID 1987;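 active means inhibition above the campaign's mean inhibition across all tested compounds plus 3 SD, cut at about 9.5% in these data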;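 further: 0% = DMSO only and 100% = 100 µM cantharidin control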
# Fh CTSL1 inh – blocks F. hepatica cathepsin L1 in PFM18AAP counter-screen | recombinant F. hepatica cathepsin L1, Z-Leu-Arg-MCA fluorescence | inhibition, % at 5.96 µM | 300,000 compounds, 0.49% hits;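 active means inhibition above the mean of all tested compounds plus 3 SD, set per screening campaign, cut at about 17% in these data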;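 further: 0% = plate median of test compound wells and 100% = 1 µM Z-Phe-Ala-diazomethylketone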
# core dimer inh – HCV core protein dimerization inhibition. inhibition, % at 5 µM. 300,000 compounds, 0.33% hits. TR-FRET GST/Flag-core106 dimerization, 1536-well;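 active means inhibition above the mean of all tested compounds plus 3 SD, set per screening campaign, cut at about 45% in these data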
#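 System: GST/Flag-tagged HCV core106 proteins. Incubation: compound-protein-antibody incubation 4 h at 22.5 °C. Technique: HTRF with 340 nm excitation, 617/671 nm emission. Medium: KF-containing HEPES buffer, pH 7.45, DTT, CHAPS, BSA. Read-out: inhibition (%) from 671 over 617 nm ratio. Also added: Eu(K)-anti-GST 90 ng/mL plus XL665-anti-Flag 1 µg/mL.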
# Active calls of the source: *; & = joins results of further samples.
SMILES,TPT1 inh,PP1 inh,Efflux pump mplx,JMJD2C inh,proCasp3 act,proCasp7 act,PP5 inh,Fh CTSL1 inh,core dimer inh
CC(CN1CCOCC1)OC(=O)C(c1ccccc1)c1ccccc1 (stereo unspecified),4,3,0.1,1,-3,-4,0.4,3,3
CCC1=C2CC[C@H]3C(=O)N(CC)C(=O)[C@H]3[C@H]2[C@@]2(Cc3ccccc3)C(=NCc3ccccc3)OC(=O)N2C1=O,-3,1,0.0,-33,2,-2,1.8,-1,-2
Clc1cccc(CN2CCC(Cc3ccccc3)CC2)c1,6,0,0.1,7,6,-5,2.1,-3,-5
O=C(CN(C(=O)c1csnn1)c1cccc(F)c1)NC1CCCC1,-1,-1,0.0,-3,-9,5,2.0,-6,-5
CS(=O)(=O)N(Cc1nc(-c2ccc(F)cc2)no1)c1ccccc1Cl,-2,2,0.0,0,12,7,3.4,1,-3
Cc1ccc(/C=C2\SC(=S)N(CCC(=O)NNC(=O)c3ccc(O)cc3)C2=O)cc1,1,3,0.1,-3,-3,-13,-0.9,6,15
CC(Cn1cnc2ccccc21)C(=O)O (stereo unspecified),-2,2,0.0,1,-1,-2,-1.2,1,-5
CC(=O)Nc1cn(C(C)=O)c(C)n1,-1,-2,0.0,0,8,-16,2.6,0,3
CC(=O)Nc1nc(C2CC2)cc(-c2ccccc2)c1C#N,-6,-2,-0.1,33,-3,-1,1.5,-2,3
Cc1cc2nc3ccc(N(C)C)cc3nc2cc1N,-48,1,1.6*,-1,-9,-32,1.3,-2,-11
CCCOc1ccc(C(=O)NNC(=S)NC(=O)c2cccs2)cc1,1,14,0.5,-1,-5,-13,0.8,2,3
Cc1cc(=S)c2ccccc2[nH]1,0,-2,0.0,4,-9,-4,0.0,2,8
CCOC(=O)CSc1nc(N)c(C#N)c(-c2ccc(OCC)cc2)c1C#N,5,3,0.1,-8,-2,5,4.4,1,-9
Cc1nc(-c2ccccc2)sc1C1(C)CC(c2c(Cl)cccc2Cl)=NO1 (stereo unspecified),3,-4,0.5,8,2,6,2.0,-3,-6
NS(=O)(=O)c1ccc(NC(=O)c2ccccc2C(=O)N2CCCCC2)cc1,-5,2,-0.1,-6,3,0,-1.9,-1,-15
Cc1nn2c(C)c(C(=O)Nc3ccccc3)cnc2c1C#N,2,0,0.2,-11,-9,-2,1.3,-4,-2
Cc1ccc(CNc2oc(-c3ccco3)nc2S(=O)(=O)c2ccccc2)cc1,1,-1,-0.1,5,0,12,0.5,-4,4
O=C(/C=C/c1ccc([N+](=O)[O-])cc1)NCCSCc1ccco1,-3,-2,0.1,9,2,-5,2.3,1,0
CCCCc1cc(=O)oc2cc(C)cc(OCC(=O)Nc3ccccn3)c12,2,2,-0.3,-29,3,4,0.9,2,-7
Cc1cc(Cl)ccc1NC(=S)NCc1cccs1,-2,0,0.0,2,-11,1,1.4,0,1

# Individual results from the entries so far.
# In PP1 inh, Cc1nn2c(C)c(C(=O)Nc3ccccc3)cnc2c1C#N is entered as 0
# In JMJD2C inh, CC(=O)Nc1cn(C(C)=O)c(C)n1 is entered as 0
# In PP1 inh, Cc1cc(Cl)ccc1NC(=S)NCc1cccs1 is entered as 0

# Efflux pump mplx: entries above that show a hit.
Molecule	TPT1 inh	Efflux pump mplx	JMJD2C inh	proCasp3 act	PP5 inh	core dimer inh
Cc1cc2nc3ccc(N(C)C)cc3nc2cc1N	-48	1.6*	-1	-9	1.3	-11

# (cont.)
SMILES,TPT1 inh,PP1 inh,Efflux pump mplx,JMJD2C inh,proCasp3 act,proCasp7 act,PP5 inh,Fh CTSL1 inh,core dimer inh
O=C(c1cc(COc2ccc(F)cc2F)on1)N1CC2C[C@@H]3CC1C[C@H](C2)C3,-2,0,0.0,-10,3,8,2.5,1,7
O=C(O)c1cccc(NC(=O)c2ccc3c(c2)C(=O)N(c2cccc([N+](=O)[O-])c2)C3=O)c1,3,2,-0.1,-2,-3,-11,0.5,-1,7
O=C(NCCSCc1ccccc1)c1ccccc1,0,-1,0.2,10,2,5,2.4,0,-3
CN(C)c1nc(OCCNC(=O)COc2ccccc2Cl)nc(N(C)C)n1,-4,-1,-0.1,0,14,15,0.9,-5,3
CCOC(=O)C(CC)Sc1nc2c(c(=O)[nH]c(=O)n2C)n1C/C=C(/C)Cl (stereo unspecified),-10,-1,0.0,-7,-9,-3,0.5,-3,7
O=C(CN1CCN(c2ccc(F)cc2)CC1)Nc1ccc2c(c1)OCCO2,-1,0,0.1,-2,1,7,2.1,-1,4
Cc1ccccc1CNC(=O)c1ccccc1C(=O)O,-4,2,-0.1,7,-8,3,3.2,5,-6
CSc1ccc(-c2c(C#N)c(N)nc3c2c(C)nn3-c2ccccc2)cc1,4,7,0.3,-8,7,6,3.0,3,49*
Cc1cccc(-c2oc3ccccc3c2C#CCCO)c1,-3,1,-0.1,4,-7,5,4.9,-8,-25
COc1ccc(-n2cnc3c(cnn3CCC#N)c2=N)cc1,-1,0,0.0,2,-2,1,0.0,-4,-6
COc1ccc(NC(=O)/C=C/c2ccccc2[N+](=O)[O-])c(OC)c1,0,2,0.0,2,0,15,-0.2,0,1
O=C(Nc1ccc(Cl)cc1)C1CCCN1C(=O)NCc1ccccc1 (stereo unspecified),-4,3,-0.8,-2,2,7,3.5,3,-15
COc1ccc(CNC(=O)C(=O)N2CCC3(CC2)OCCN3S(=O)(=O)c2ccc(C)cc2)cc1,0,-5,-0.1,28,-5,2,-0.4,3,5
O=Cc1cc(-c2ccccc2)[nH]c1-c1ccccc1,8,-1,0.4,-9,0,-4,1.0,0,-14
COc1ccc(C2C3=C(CCCC3=O)Nc3c(-c4ccccc4)c(C)nn32)cc1 (stereo unspecified),1,-2,0.4,-10,-1,5,1.6,6,0
O=C(N/N=C/c1ccccn1)c1cc(-c2ccc(Cl)s2)[nH]n1,-1,8,-0.1,-18,5,3,0.0,-1,3
CCN(Cc1nc2cc(OC)c(OC)cc2c(=O)[nH]1)C(=O)c1ccc(S(=O)(=O)N(C)C)cc1,-3,1,0.0,-45&7,12,5,0.5,-2,3
CCCN1C(=O)c2ccc(C(=O)Nc3cc(C)on3)cc2C1=O,-1,0,-0.2,8,2,-13,-0.5,1,-6
CC1=CC(C)(C)N2C(=O)C3(C(C#N)=C(N)Oc4cc(C)oc(=O)c43)c3cc(C)cc1c32 (stereo unspecified),1,4,0.0,-5,2,-2,3.2,0,5
c1ccc(-c2csc(Nc3cccnc3)n2)nc1,0,-2,0.3,13,6,0,4.0,-4,-5
COc1ccccc1CNC(=O)[C@H](C)NC(=O)C1CCN(C(=O)[C@@H](N)C(C)C)CC1,-2,-4,-0.2,2,11,-7,0.8,-1,-2
NS(=O)(=O)c1ccc(NC(=O)/C=C/c2cccc(Cl)c2)cc1,-1,2,0.0,8,10,2,1.4,-1,0
COc1cccc(C(=O)OCC(=O)NC(C)CCc2ccccc2)c1O (stereo unspecified),4,2,-1.1,11,-1,1,2.4,-4,0
CC1(C)OC(=O)C(=NNc2ccc(O)cc2)C(=O)O1,4,-1,0.0,-3,0,0,2.3,10,-3
Cc1ccc(C)c(-c2csc(NC(=O)c3cnccn3)n2)c1,3,-3,0.2,12,0,10,2.2,-2,-2
Cc1cc(CSc2ccccc2)ccc1NC(=O)c1ccc(Cl)c([N+](=O)[O-])c1,4,0,-0.1,-2,-6,6,2.6,-2,7
COCCCN1C(=O)C(=O)/C(=C(/O)c2ccc3c(c2)CC(C)O3)C1c1cccnc1 (stereo unspecified),-1,-2,0.0,-11&-1,8,-4,-0.6,3,0
CCC(C(=O)NCc1ccco1)N(C(=O)CNS(=O)(=O)c1ccccc1)c1ccc(OC)cc1 (stereo unspecified),0,-4,0.0,-5,1,0,-1.1,-3,-1
CCOC(=O)c1nn(-c2ccc(OCC)cc2)c2nc(-c3cccc(OC)c3)c(C#N)c(=O)n12,0,4,-0.3,-4,20,11,3.7,-1,23
OCC1(Cc2ccccc2)CCN(Cc2cccc(F)c2F)CC1,-1,2,-0.1,3,-5,2,1.2,0,-4
CCOC(=O)N1CCN(C(=O)CN(c2ccc(C)c(C)c2)S(=O)(=O)c2ccccc2)CC1,-1,1,-0.2,1,-3,1,-0.3,-1,4
NC(=O)c1nsc(C(=O)N(CCc2ccccc2)C(C(=O)NC2CCCC2)c2ccco2)c1N (stereo unspecified),-1,1,0.1,1,-125,-92,3.0,15,4
CCOC(=O)N1CCN(C(=O)COc2cccc3c2CCN(CC)C3=O)CC1,2,-3,0.0,5,4,9,-0.8,-1,-5
O=C(O)CSCC(=O)NCc1ccc(Cl)cc1Cl,-3,-2,-0.1,10,3,12,1.5,-5,-1
COc1cccc(N2CC(=O)N(NC(=O)CSc3nc(C)cc(C)c3C#N)CC2=O)c1,-1,-4,0.1,1,0,-6,1.3,0,-7
CCN(CC)S(=O)(=O)c1csc(C(=O)NCc2ccccc2)c1,-2,-1,-0.3,4,14,11,1.6,-1,5
O=c1[nH]c(/C=C2\C=Nc3ccccc32)c(O)n1Cc1ccccc1F,3,1,0.0,2,4,-8,2.6,7,-10
Cc1ccccc1N1CC(C(=O)Nc2nnc(SCCN3CCOCC3)s2)CC1=O (stereo unspecified),-2,0,0.4,-2,-4,6,1.9,-3,25
O=C(N/N=C/c1cccc(Br)c1)C1CC(=O)N(c2ccccc2)C1 (stereo unspecified),-1,4,0.7,8,12,1,2.2,3,9
CCN1CCCC1CNC(=O)Cn1cnc2ccc(S(=O)(=O)N3CCC(C)CC3)cc2c1=O (stereo unspecified),-4,-1,-0.3,-8,-2,-9,0.7,1,-7
Cc1ccc(S(=O)(=O)c2cc3c(=O)n4ccccc4nc3n(Cc3ccco3)c2=N)cc1C,25*,-3,0.2,4,-4,0,2.3,-1,70*
CN(C)S(=O)(=O)c1ccc(NC(=O)c2ccncc2)cc1,-4,2,-0.1,-13,1,3,-0.1,-1,-4
Nc1c(C(=O)O)sc2nc3c(cc12)CCCC3,2,-5,-0.2,-1,-6,-5,-1.8,4,3
Nc1nnc(SCC(=O)Nc2sc3c(c2C(=O)c2ccccc2)CCCC3)s1,3,5,1.1,-1,4,-6,2.6,5,33
N#Cc1cc2c(N)c(C(=O)Nc3ccccc3)sc2nc1N,7,1,0.0,-1,-24,-15,1.9,2,14
CC1CC(C)CN(C(=O)COC(=O)C2CCN(S(=O)(=O)c3ccc4c(c3)OCCO4)CC2)C1 (stereo unspecified),-2,1,0.0,-5,-14,0,1.9,7,2
COC(=O)c1ccccc1NC(=O)CN(Cc1ccccc1)S(C)(=O)=O,-2,1,-0.1,-2,2,6,0.3,0,-3
